Screening data: PubChem, The Scripps Research Institute Molecular Screening Center
MITF primary: human MITF inhibition, primary screen. AlphaScreen MITF homodimerization, bead proximity signal. inhibition, % at 2.6 µM. 0.91% of 650,000 active. AID 1259374; in the data active means inhibition above about 50%;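 further: 0% = vehicle wells with protein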
Target sequence (O75030 whole entry, looked up): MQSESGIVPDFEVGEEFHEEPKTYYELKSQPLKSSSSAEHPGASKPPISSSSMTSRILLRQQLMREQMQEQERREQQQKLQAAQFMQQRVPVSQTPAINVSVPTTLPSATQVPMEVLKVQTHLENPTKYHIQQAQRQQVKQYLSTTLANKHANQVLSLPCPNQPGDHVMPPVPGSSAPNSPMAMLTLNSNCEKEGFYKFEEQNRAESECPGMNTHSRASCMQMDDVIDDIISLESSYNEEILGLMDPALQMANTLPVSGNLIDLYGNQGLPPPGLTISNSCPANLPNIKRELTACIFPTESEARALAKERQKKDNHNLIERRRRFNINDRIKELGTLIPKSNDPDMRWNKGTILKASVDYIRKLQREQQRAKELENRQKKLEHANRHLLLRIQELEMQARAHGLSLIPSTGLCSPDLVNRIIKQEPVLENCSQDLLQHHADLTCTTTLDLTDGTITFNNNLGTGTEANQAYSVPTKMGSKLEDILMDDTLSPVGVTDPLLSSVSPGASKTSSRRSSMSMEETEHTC
GPR151 ag: human GPR151 activation | activation, % at 11.2 µM | 1% of 650,000 active | AID 1508602 | PathHunter beta-arrestin GPR151 cells, luminescence; in the data active means activation above about 4.9%;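 further: 0% = median of compound wells and 100% = cells with positive control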
Target sequence (Q8TDV0 whole entry, looked up): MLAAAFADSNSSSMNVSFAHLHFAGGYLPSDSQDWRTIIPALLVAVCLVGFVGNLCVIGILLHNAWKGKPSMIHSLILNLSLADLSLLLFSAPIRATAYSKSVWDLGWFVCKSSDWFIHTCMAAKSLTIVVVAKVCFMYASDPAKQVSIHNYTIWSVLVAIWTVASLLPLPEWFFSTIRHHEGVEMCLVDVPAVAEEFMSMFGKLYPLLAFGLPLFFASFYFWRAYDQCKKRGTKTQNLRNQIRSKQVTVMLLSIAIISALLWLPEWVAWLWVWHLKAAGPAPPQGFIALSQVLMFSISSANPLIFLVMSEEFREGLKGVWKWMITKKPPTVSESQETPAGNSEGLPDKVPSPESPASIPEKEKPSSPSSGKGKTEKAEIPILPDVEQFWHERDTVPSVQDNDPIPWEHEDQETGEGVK
FBW7 activator: activators of human E3 ligase FBW7 | AlphaScreen FBW7–phospho-cyclin E peptide binding, activator screen | normalized activity (activation), % at 26.1 µM | 0.13% of 650,000 active | AID 1259310; in the data active means normalized activity above about 1.9%;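 further: purified mutant Fbw7 with reduced substrate affinity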
TEAD-YAP block: TEAD-YAP interaction inhibition; AID 1259422; HEK-TIYL cells, TEAD-Gal4/YAP UAS-luciferase luminescence; inhibition, % at 9.12 µM; 1.4% of 640,000 active; in the data active means inhibition above about 32%;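 further: 0% = median of test compound wells and 100% = reference inhibitor wells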
* = called active by the depositor. Compounds as they come; 3.4% or so of the library scored in one or more.

Under each structure: MITF primary	GPR151 ag	FBW7 activator	TEAD-YAP block
1: CCOc1cccc(NC(=O)C2CC(=O)N(CCc3ccc(OC)c(OC)c3)C(=Nc3ccccc3)S2)c1 (centres undefined)
    12	-1.3	0.1	0
2: N#C/C(=C\c1ccc(OCC(N)=O)cc1)C(=O)Nc1ccc([N+](=O)[O-])cc1
    -17	0.7	-0.2	0
3: O=C(N/N=C/C=C/c1ccccc1)c1cc([N+](=O)[O-])cc([N+](=O)[O-])c1
    5	2.8	0.0	5
4: Cc1cc2ccccn2c1C(=O)c1ccc(Cl)c(S(=O)(=O)N2CCOCC2)c1
    15	0.9	0.0	20
5: Cc1ccc(NC(=O)C(=O)NCCN(C)C)cc1
    8	3.7	0.0	0
6: Cn1c(=O)oc2cc(S(=O)(=O)NCCN3CCC(Cc4ccccc4)CC3)ccc21
    0	-1.3	-0.1	-4
7: Cc1ccc(C(=O)NNC2=CC(=O)CC(c3ccccc3)C2)cc1 (centres undefined)
    4	-0.3	0.0	-19
8: CCOc1ccccc1NC(=O)CN1CCC2(CC1)Nc1ccccc1-n1cccc12
    7	0.0	-0.3	-9
9: O=C(Cc1ccccc1[N+](=O)[O-])NNC(=O)Cn1c(C(F)(F)F)nc2ccccc21
    1	0.2	0.3	9
10: COc1cc(C2C=C(c3cccc(NC(C)=O)c3)Nc3ncnn32)cc(OC)c1OC (centres undefined)
    1	1.4	0.0	52*
11: CC(=O)NNC(=O)CSc1nc(C2CC2)nc2sc3c(c12)CCC(C)C3 (centres undefined)
    4	-1.2	0.1	-5
12: Cc1cccc(NC(=O)c2nnn(CC(=O)Nc3ccc(C(C)C)cc3)c2N)c1C
    -1	-0.8	0.5	-2
13: CN1CCCCCC1C(=O)N1CCOc2ccc(CN3CCOCC3)cc2C1 (centres undefined)
    10	-0.8	0.0	0
14: CCN(CC)CCCN1C(=O)C(O)=C(C(=O)c2sc(C)nc2C)C1c1cccs1 (centres undefined)
    3	-1.2	0.1	-48
15: CC1=C(C(=O)OCC2CCCO2)C(c2cc3c(cc2[N+](=O)[O-])OCO3)C2=C(CC(C)(C)CC2=O)N1 (centres undefined)
    6	0.6	0.1	9
16: COc1cc(S(=O)(=O)N2CCCCC2)ccc1NC(=O)/C=C/c1ccccc1
    12	-1.3	0.1	1
17: O=C(CC(=O)N/N=C\c1ccccc1[N+](=O)[O-])NCCc1ccccc1
    3	-1.3	0.8	8
18: COc1ccc(OC(=O)COc2ccccc2Br)cc1
    -15	1.9	0.0	-1
19: O=C(COC(=O)c1cc(Br)ccc1O)Nc1ccc(N2CCOCC2)cc1
    7	0.1	-0.2	19
20: O=C(N=c1ccccn1O)C(O)(c1ccccc1)c1ccccc1
    2	0.1	0.2	-4
21: O=S(=O)(c1ccc(F)cc1)N1CCN(c2nc(-c3ccc(F)cc3)cs2)CC1
    11	0.4	-0.3	-6
22: CCC(=O)NCc1csc(-c2cccs2)n1
    2	-0.3	1.0	-12
23: CCc1ccc(NC(=S)N(Cc2ccc(Cl)cc2)Cc2ccc(C(=O)O)cc2)cc1
    -13	-1.9	0.2	-2
24: COc1cccc(-c2cc(C(F)(F)F)n3ncc(C(=O)N4CCN(C)CC4)c3n2)c1
    9	-0.5	0.4	-2
25: Cn1cc(C(=O)N/N=C/c2ccccn2)ccc1=O
    28	2.5	-0.9	-1
26: CCOC(=O)C1=C(C)N=c2s/c(=C\c3cccc(OCc4cccc5ccccc45)c3)c(=O)n2C1c1ccc(OC)c(OC)c1 (centres undefined)
    7	2.0	0.0	0
27: O=C(CSc1ncnc2sc3c(c12)CCCC3)NCCc1ccccc1
    1	-0.9	0.1	0
28: Cc1ccc(S(=O)(=O)N(C(=O)c2ccccc2)c2cc(Br)c(OC(=O)c3ccccc3)c(Br)c2)cc1
    7	2.7	-0.2	2
29: CCNC(=O)N1CCC(C(=O)N(C)C(c2ccc(F)cc2)c2ncccc2C)CC1 (centres undefined)
    1	-0.4	-0.1	1
30: CC(=O)Nc1ccccc1NC(=O)c1cccc([N+](=O)[O-])c1
    13	0.3	0.1	-15

Two compounds drawn at random from the list so far:
Under each structure: MITF primary	GPR151 ag	FBW7 activator	TEAD-YAP block
21: O=S(=O)(c1ccc(F)cc1)N1CCN(c2nc(-c3ccc(F)cc3)cs2)CC1
    11	0.4	-0.3	-6
17: O=C(CC(=O)N/N=C\c1ccccc1[N+](=O)[O-])NCCc1ccccc1
    3	-1.3	0.8	8

(more compounds)
Under each structure: MITF primary	GPR151 ag	FBW7 activator	TEAD-YAP block
31: Cc1ccc(C(=O)Nc2cc3nn(-c4ccc(Cl)cc4)nc3cc2C)cc1
    -2	-1.7	0.8	11
32: COCCN1Cc2cc3cc(OC)ccc3nc2OC(C)C1=O (centres undefined)
    8	1.1	0.0	-3
33: Cc1cc(O)c(C(C)C)cc1NC(=O)Cn1nc(-c2ccc(C)c(S(=O)(=O)N3CCCCC3)c2)c2ccccc2c1=O
    5	2.1	0.1	-4
34: CCC1CCCCN1Cc1c(C)[nH]c2c(C)cccc2c1=O (centres undefined)
    -4	1.3	0.0	-3
35: O=[N+]([O-])c1nn(-c2ccc(Cl)cc2)n(O)c1=NCc1ccncc1
    9	1.2	0.3	0
36: CN(C)S(=O)(=O)c1cccc2c1N(C(=O)Nc1ccc(F)cc1F)CC2
    6	4.9	0.0	-2
37: CC(C)N(CCNc1nc(NCc2cccnc2)nc2c1ncn2-c1ccsc1)C(C)C
    1	0.0	-0.2	4
38: CCOC(=O)C(Cc1c[nH]c2ccccc12)NC(=O)C12CC3CC(CC(C3)C1)C2 (centres undefined)
    5	-1.1	0.0	-21
39: Cc1cccc(-n2c(C)c3c(C)nnc(C)c3c2C)c1
    4	-0.7	-0.1	-2
40: O=C(Cc1ccccc1)Nc1ccc(-c2ccc3nnc(-c4ccccn4)n3n2)cc1
    25	-0.7	-0.1	-1
41: N#CCC(=O)N/N=C/c1ccc(-c2cccc([N+](=O)[O-])c2)o1
    -7	2.3	-0.1	9
42: CCC1CCCCN1C(=O)c1sc2ncn(Cc3cccc(F)c3)c(=O)c2c1C (centres undefined)
    14	0.4	0.1	7
43: CCCCOC(=O)c1cc(-c2ccc(OC)cc2)nc2ccc(Cl)cc12
    14	-0.5	0.2	-3
44: c1ccc2c(c1)COC1(CCN(CCOc3cccc4c3OCCO4)CC1)O2
    -5	-0.7	0.0	-3
45: Cc1ccc(CSc2nnc3c(n2)OC(c2ccc4c(c2)OCO4)Nc2ccccc2-3)cc1 (centres undefined)
    15	-0.6	0.5	0
46: Cc1cc(-c2cnc(C)nc2C2CCCN(CC(N)=O)C2)on1 (centres undefined)
    1	-0.2	0.7	-7
47: COc1ccc2c(c1)-c1ccccc1S(=O)(=O)N2C
    2	-0.2	-0.1	-10
48: COc1cc(OC)c(/C=N/n2c(C)cc(C)c(C#N)c2=O)cc1Br
    6	1.7	0.0	-7
49: O=C(CCC1CCCCC1)Nc1c2c(nn1-c1ccc([N+](=O)[O-])cc1)CS(=O)(=O)C2
    12	-0.5	0.7	1
50: COc1ccc(OC)c(S(=O)(=O)NC2CCCCNC2=O)c1 (centres undefined)
    8	-0.8	0.0	-3
51: Cc1nc2ccccn2c1C(=O)Nc1ccccc1
    13	0.5	-0.3	-12
52: COc1cc(OC)cc(C(=O)N2CCN(C(=O)c3cccnc3)CC2)c1
    13	0.6	0.1	5
53: COc1ccc(-c2nc(NCc3ccccc3)c3ncn(-c4ccccc4)c3n2)cn1
    -1	-0.8	-0.1	8
54: COc1ccc(-n2ncc3c(=O)n(CC(=O)Nc4cccc(F)c4)cnc32)cc1
    5	0.6	0.2	9
55: COc1ccc(N2CC(O)=C(c3ccccc3)C2=N)cc1
    -10	1.0	0.3	-1
56: CN(CC(=O)NCc1ccc(Cl)cc1)S(=O)(=O)c1cc(Cl)ccc1Cl
    -1	1.1	-0.3	1
57: CCN(CC)c1ccc(C2C(C#N)=C(N)Oc3c2sc2ccccc32)cc1 (centres undefined)
    15	-1.6	-0.1	-12
58: Cc1cccc(OCC(=O)NN)c1C
    10	-0.6	0.0	1
59: CC(C)c1ccc2[nH]c3nc(SCC(=O)NC(C)(C)C)nnc3c2c1
    3	0.9	0.1	7
60: Cn1c(Nc2nc(NCc3ccccc3)c3ncn(CCN4CCCC4=O)c3n2)nc2ccccc21
    3	3.2	-0.1	22
61: COc1ccc(-n2nc(C(=O)Nc3ccccc3C(F)(F)F)c3ccccc3c2=O)c(OC)c1
    0	1.3	-0.1	-5
62: CC(C)NC(=O)CN(C)S(=O)(=O)c1ccc2ccccc2c1
    13	-1.5	0.0	9
63: CCCC1CCC(=NNc2ccc(S(=O)(=O)N3CCOCC3)cc2[N+](=O)[O-])CC1 (centres undefined)
    -2	0.7	0.0	1
64: O=C1NC(=S)N/C1=C/c1ccccc1Cl
    10	0.4	0.1	6
65: Cc1cc2c(cc1C)C(c1cc([N+](=O)[O-])ccc1Cl)CC(=O)N2 (centres undefined)
    4	5.0*	-0.1	-2
66: Cc1ccc(-n2c(/C=C/c3c(C)[nH]c4ccccc34)nc3ccc(I)cc3c2=O)cc1
    11	1.7	0.3	-16
67: CNC(=O)COc1ccc(S(=O)(=O)Nc2ccc(OC)cc2)cc1
    -6	-0.3	0.0	3
68: Cc1cccc(-n2cc(-c3ccccc3)c3c(NCc4ccccc4Cl)ncnc32)c1
    2	0.2	-0.1	7
69: CCOC(=O)COc1cccc2c(=O)n(CC(=O)N3CCCCCC3)ccc12
    6	-1.5	0.1	7
70: Oc1ccccc1Nc1nnc(-c2ccccc2)c2ccccc12
    5	-0.2	-0.2	-9
71: CC(=O)N1CCCN(c2nc(CN(C)C(C)c3cccs3)nc3ccccc23)CC1 (centres undefined)
    -3	2.5	0.1	5
72: O=[N+]([O-])c1cccc(P(=O)(c2cccc([N+](=O)[O-])c2)N2CCCCC2)c1
    4	0.9	-0.1	-12
73: CCOC(=O)c1[nH]c(COC)c(C(C)=O)c1C
    3	-0.2	0.3	15
74: CCCCSc1nnc(NC(=O)C2CC2)s1
    6	-1.2	0.0	-18
75: CCOC(=O)COc1ccc2c(=O)c(Oc3ccccc3Cl)coc2c1
    0	-0.9	0.3	-8
76: Cc1cc(C)c(NC(=O)CC(NCc2ccccc2)C(=O)O)c(C)c1 (centres undefined)
    7	-1.1	0.0	5
77: CCOC(=O)COc1ccc(/C=C2\SC(=S)NC2=O)cc1
    8	0.2	-0.1	1
78: COc1ccc(OC)c(NC(=O)C2=C(C)NC(=S)NC2c2ccccc2OC)c1 (centres undefined)
    12	-0.1	0.1	2
79: CN(C)CCCNC(=O)c1ccc2nc(-c3cccs3)c(-c3cccs3)nc2c1
    -9	-0.1	0.0	1
80: COc1ccc(C2C(C#N)=C(N)Oc3n[nH]c(C)c32)cc1CN1CCCc2ccccc21 (centres undefined)
    -4	-0.7	-0.1	9
81: COc1cc(O)ccc1CN1CCN(CCC(C)C)C(CCO)C1 (centres undefined)
    -7	2.0	0.1	-26
82: COc1cccc(OC)c1OCCCOc1ccc([N+](=O)[O-])cc1
    5	1.1	-0.1	2
83: O=C1NN(c2ccccc2)C(=O)/C1=C\c1cc2c(cc1[N+](=O)[O-])OCO2
    0	-0.7	-0.1	9
84: CC(=O)N1CCc2cc(S(=O)(=O)NCCC(=O)Nc3cccc(C(=O)O)c3)ccc21
    13	0.0	0.1	3
85: Cc1cccc(NC(=O)c2cc(-c3ccc(Br)cc3)nc3c(C)cccc23)c1
    -1	-0.8	0.4	-11
86: Cn1c(=O)c(=O)n(C)c2cc(S(=O)(=O)NC3CCCCCCC3)ccc21
    10	4.7	-0.2	1
87: N#Cc1c2c(c(NCc3ccccn3)n3c1nc1ccccc13)CCCC2
    2	0.4	0.0	-9
88: O=C(N/N=C/c1cc([N+](=O)[O-])ccc1OC(F)F)c1cc[n+]([O-])cc1
    -2	-1.8	-0.3	6
89: CC(NC(=O)Cn1cnnn1)C12CC3CC(CC(C3)C1)C2 (centres undefined)
    -14	0.3	0.0	-5
90: Cc1ccc(N2C(=O)CN(S(C)(=O)=O)CC2(C)C(=O)NC2CCCCCC2)c(C)c1 (centres undefined)
    3	3.0	0.0	-5

Next part:
Under each structure: MITF primary	GPR151 ag	FBW7 activator	TEAD-YAP block
91: CS(=O)(=O)c1cnc2ncnn2c1C1CCCN(C(=O)c2ccccn2)C1 (centres undefined)
    3	2.0	-0.1	9
92: Cc1cccc(NC(=O)C2C(=O)NC3(C)CC2c2ccccc2O3)c1 (centres undefined)
    -3	0.0	-0.2	-12
93: CC(=O)Nc1ccc(N2C(=O)c3ccccc3C2(O)Cc2ccccc2)cc1 (centres undefined)
    55*	-0.2	0.0	-2
94: Cc1cc(C)c2nc(N3CCC(C(=O)N4CCN(c5ccccn5)CC4)CC3)sc2c1
    6	0.0	-0.1	0
95: Cc1cc(C)cc(OCC(O)Cn2nc(C)cc2C)c1 (centres undefined)
    4	4.8	-0.3	9
96: O=C(N/N=C/c1ccc2c(c1)OCO2)c1ccc(Br)cc1
    13	1.4	-0.1	-24

Profiles, looked up by structure. Order of values: MITF primary, GPR151 ag, FBW7 activator, TEAD-YAP block
CC(=O)Nc1ccc(N2C(=O)c3ccccc3C2(O)Cc2ccccc2)cc1 (centres undefined) reads 55*, -0.2, 0.0, -2
O=C(N/N=C/c1ccc2c(c1)OCO2)c1ccc(Br)cc1 reads 13, 1.4, -0.1, -24
Cc1cc(C)cc(OCC(O)Cn2nc(C)cc2C)c1 (centres undefined) reads 4, 4.8, -0.3, 9
CS(=O)(=O)c1cnc2ncnn2c1C1CCCN(C(=O)c2ccccn2)C1 (centres undefined) reads 3, 2.0, -0.1, 9
Cc1cc(C)c2nc(N3CCC(C(=O)N4CCN(c5ccccn5)CC4)CC3)sc2c1 reads 6, 0.0, -0.1, 0
